MRP1 act = MRP-1 activation | 140,000 compounds, 0.61% hits | viability increase, % at 10 µM | H69AR cells + doxorubicin, viability rescue, CellTiter-Glo;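 active = viability gain under doxorubicin at or above a set limit, the compound median plus 3 SD, cut at about 4.7% in these data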;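 note: MRP-1 overexpressing cells given doxorubicin 25 µM after compound pretreatment; 18-22 h compound pretreatment then 72 h with doxorubicin before readout; 0% = doxorubicin-only wells and 100% = vehicle-treated cells without doxorubicin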
Phagocytosis inh = inhibitors of macrophage phagocytosis; J774A.1 macrophage IgG-bead phagocytosis, imaging; inhibition, % at 5 µM; 110,000 compounds, 0.07% hits;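 active = inhibition above the mean of the plate negative controls plus 5 SD, cut at about 13% in these data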;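 note: phagocytic index as fraction of beads internalized from green versus red external bead signal; plate controls were DMSO negative control for no effect and cytochalasin-D positive control for full effect; some results beyond the cut were filed as inactive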
HCT116 PTEN-null = suppresses growth of cells with PTEN deletion | 140,000 compounds, 1.2% hits | HCT116 PTEN-null viability, CellTiter-Glo, 60 h; active compounds read low | viability, % at 10 µM;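 active = viability at or below a set limit, 4 SD under the median of all tested compounds, cut at about 3.7% in these data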;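 note: PTEN knockout HCT116 line with beta catenin targeted HCT116 as companion control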
E-sel TNF inh = blocks E-selectin expression induced by TNF alpha | HUVEC TNFa-induced E-selectin immunofluorescence, high content | inhibition, % at 2 µM | 120,000 compounds, 0.71% hits;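 active = inhibition above the batch mean plus 3 SD, and confirmed as a hit on visual image review, cut at about 43% in these data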;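 note: 0% = TNF-stimulated DMSO wells and 100% = unstimulated control wells; not every result past the cut was called active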
Yeast lifespan up = extends the lifespan of yeast | inhibition of the nicotinamide effect, % at 10 µM | AID 775 | S. cerevisiae growth with nicotinamide, OD615; deaD strain in restrictive glucose medium | 130,000 compounds, 0.68% hits;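 active = inhibition above a set limit, placed 3 SD over the median of all compounds, cut at about 26% in these data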;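 note: 0% = nicotinamide-treated wells and 100% = cells grown without nicotinamide; some compounds called inactive have numbers as strong as hits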
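Assay system: DeaD-strain S. cerevisiae. Medium: CSMM-D glucose medium, restrictive. Reagent: nicotinamide, 1.5 mM, co-present with compound. Compound: 10 µM single point, 0.25% DMSO. Schedule: culture preincubation 4 h, compound exposure 48 h, both 30 °C. Detection: absorbance at 615 nm.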
Measles CPE = protection of cells from measles virus; Measles virus-infected cells, CPE protection, absorbance; protection (pct of control), % at 4 µM; 140,000 compounds, 1.5% hits; in the data active = protection mostly above about 24%, no sharp cut-off; inactive = mostly below about 26%; note: some compounds called inactive have numbers as strong as hits
Yeast growth inh = reduces growth of yeast BB579 in restrictive medium; S. cerevisiae BB579 growth, OD615, 48 h; inhibition, % at 10 µM; 140,000 compounds, 0.51% hits;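 active = inhibition above a set limit, 3 SD over the mean compound inhibition, cut at about 44% in these data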; note: inactives centre near -24
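Test system: Saccharomyces cerevisiae DeaD strain BB579, replicative lifespan model yeast | Buffer or medium: Restrictive CSMM-D medium | Doses: One dose, 10 µM compound with 0.25% DMSO | Incubation: 48 h exposure, 30 °C | Detection: Culture absorbance at 615 nm | Control set: Amphotericin B at 10 µg/mL as positive control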
GALR2 antag = antagonists of human galanin receptor 2 (GALR2) | GALR2-expressing cells, antagonist mode | 140,000 compounds, 0.39% hits | O43603 | AID 828 | inhibition, % at 4 µM; in the data active = inhibition above about 27%;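 note: cells stimulated with galanin 1-16 at roughly its EC80; 0% = agonist challenge control and 100% = basal control without agonist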
Target sequence (O43603 whole entry, looked up): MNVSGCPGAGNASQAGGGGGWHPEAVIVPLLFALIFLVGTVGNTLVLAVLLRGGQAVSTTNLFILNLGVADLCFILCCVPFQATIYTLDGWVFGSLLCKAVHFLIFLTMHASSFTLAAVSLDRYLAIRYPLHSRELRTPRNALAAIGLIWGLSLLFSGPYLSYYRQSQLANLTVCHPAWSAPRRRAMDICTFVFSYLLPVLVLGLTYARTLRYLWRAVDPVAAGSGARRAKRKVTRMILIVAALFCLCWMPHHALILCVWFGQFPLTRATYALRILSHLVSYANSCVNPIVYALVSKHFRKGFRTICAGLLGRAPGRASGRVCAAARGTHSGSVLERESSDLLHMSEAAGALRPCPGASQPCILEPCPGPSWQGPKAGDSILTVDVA
bCat KO growth = beta-catenin-lacking colon tumor cell growth suppression; HCT116 beta-catenin knockout viability, CellTiter-Glo, 60 h; active compounds read low; viability, % at 10 µM; 140,000 compounds, 1.5% hits; AID 818;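 active = viability at or under a set limit, the compound median less 4 SD, cut at about 6% in these data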;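 note: 0% = Hyamine 1622 control at 20 µM and 100% = untreated cell control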
NPY-Y2 antag = antagonists of human neuropeptide Y receptor Y2. P49146. NPY-Y2 expressing cells, antagonist mode. inhibition, % at 2.7 µM. 140,000 compounds, 0.99% hits. AID 793; in the data active = inhibition above about 17%;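 note: 0% = vehicle with agonist challenge and 100% = reference antagonist with challenge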
Target sequence (P49146 whole entry, looked up): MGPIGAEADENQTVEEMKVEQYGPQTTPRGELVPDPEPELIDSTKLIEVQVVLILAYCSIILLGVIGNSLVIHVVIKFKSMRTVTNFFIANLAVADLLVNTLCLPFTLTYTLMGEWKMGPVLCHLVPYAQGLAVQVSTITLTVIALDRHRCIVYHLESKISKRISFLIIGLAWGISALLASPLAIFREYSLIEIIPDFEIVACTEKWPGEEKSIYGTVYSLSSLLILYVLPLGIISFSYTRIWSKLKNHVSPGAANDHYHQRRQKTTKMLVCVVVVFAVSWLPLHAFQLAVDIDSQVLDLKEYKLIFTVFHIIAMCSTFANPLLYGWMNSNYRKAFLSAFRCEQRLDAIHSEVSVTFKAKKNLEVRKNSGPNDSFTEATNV
* hit, by the source's call; x = not tested or not shown.

A first look:
SMILES	MRP1 act	Phagocytosis inh	HCT116 PTEN-null	E-sel TNF inh	Yeast lifespan up	Measles CPE	Yeast growth inh	GALR2 antag	bCat KO growth	NPY-Y2 antag
CS(=O)(=O)N(CC(N)=O)Cc1ccc(Cl)cc1	-0.3	-3	97	x	-6	3	1	10	102	2
CC(=O)Nc1nnc(CCN2CCCCC2)s1	0.3	x	104	0	-13	8	-1	0	102	-1

All compounds of this part, from the first entry:
SMILES	MRP1 act	Phagocytosis inh	HCT116 PTEN-null	E-sel TNF inh	Yeast lifespan up	Measles CPE	Yeast growth inh	GALR2 antag	bCat KO growth	NPY-Y2 antag
CS(=O)(=O)N(CC(N)=O)Cc1ccc(Cl)cc1	-0.3	-3	97	x	-6	3	1	10	102	2
CC(=O)Nc1nnc(CCN2CCCCC2)s1	0.3	x	104	0	-13	8	-1	0	102	-1
O=C(NCC(F)(F)F)Nc1ncccn1	-0.4	0	88	x	-11	16	-24	-1	91	3
Cn1nc(C(F)(F)F)c2cc(NC(=O)OCC(C)(C)C)sc21	3.1	0	108	-38	-12	3	-45	-1	102	6
c1ccc2[nH]c(CSc3ncnc4c3oc3ccccc34)nc2c1	-3.6	x	59	11	-13	25	-59	4	63	8
O=C(COc1ccc2ccccc2c1)Nc1cccc2cccnc12	-0.6	-3	84	10	7	2	-43	-2	85	6
S=c1[nH]nc(CCc2ccc(Cl)cc2)o1	-0.7	-3	98	x	2	12	27	11	99	9
C/C(=N\NC(N)=S)c1ccc(Cl)s1	-4.5	-2	83	x	-5	8	6	-5	76	0
Cn1nnnc1SCC(=O)NC(C)(C)C	-2.7	0	98	x	-5	3	-7	1	103	1
CCN(CC)C(=O)CSc1nc2c(sc(=S)n2Cc2ccco2)c(=O)n1-c1ccccc1	-5.4	1	67	16	-1	15	-18	-11	63	9
Cc1ccc(N(C)C(=O)c2ccc3c(Cl)c4c(nc3c2)CCC4)cc1C	-3.4	x	60	-11	15	9	-29	2	74	1
Cc1c(C(=O)NCc2ccccc2)oc2ccc(S(=O)(=O)N3CCCC3)cc12	0.1	0	101	x	0	11	-30	19	97	1
COc1cc(C(=O)Nc2ccc3c(c2)Cc2ccccc2-3)cc(OC)c1OC	-1.2	2	80	x	-4	6	-18	3	89	-1
CC(NC(=O)NC1CCCCC1)C(c1cccs1)N1CCN(C)CC1 (centres undefined)	-1.1	-2	101	7	-4	31	-2	8	104	2
CCc1cc2c(SCC(=O)c3ccccc3)ncnc2s1	3.7	x	111	10	x	8	-7	3	88	7
Nc1c(S(=O)(=O)c2ccccc2)cnc2c(-c3ccc(F)cc3)cnn12	-1.9	2	89	-9	-15	2	-48	5	93	2
O=C(C1CCN(S(=O)(=O)c2cccc3cccnc23)CC1)N1CC=C(c2ccccc2)CC1	-1.5	0	73	x	-13	12	-28	x	69	x
CCC(C)(C)NC(=O)c1cc(C(=O)OC)cc([N+](=O)[O-])c1	-1.2	-1	104	12	-4	21	-32	-16	106	3
Cc1ccc(SCCC(=O)NCCSCc2ccccc2C)cc1	-0.7	4	91	-62	-1	6	-21	6	100	12
O=C(C(=O)N1CCc2ccccc2C1)c1cn(CC(=O)N2CCCC2)c2ccccc12	-3.2	-14	96	x	0	3	-23	4	86	4
CC1CCN(c2nnc(NC(=O)Cn3c(=O)oc4ccccc43)s2)CC1	-1.1	-1	100	4	-7	23	-11	7	94	3
CCOc1cc2c3c(c1)C(C)CC(C)(C)N3C(=O)C2=O (centres undefined)	-3.6	x	78	11	16	19	-22	-4	46	-2
Cc1noc(C)c1S(=O)(=O)N1CCC(C(=O)N2CCN(c3ccccc3Cl)CC2)CC1	-0.6	0	79	10	3	4	-65	-6	65	5
O=C(Nc1nnc(C23CC4CC(CC(C4)C2)C3)s1)c1ccc(N2C(=O)CCC2=O)cc1	-0.5	0	127	16	-4	12	-3	2	92	4
Cc1cc(NS(=O)(=O)c2ccc(NC(=O)C(c3ccccc3)c3ccccc3)cc2)no1	1.8	x	100	14	-5	11	-41	-11	107	-3
O=C1/C(=C/c2ccc(F)c(F)c2)CSc2sccc21	0.8	0	100	2	-17	2	1	-6	103	1
Cc1ccc(-c2cc(C(=O)N/N=C/C=C/c3ccccc3)n[nH]2)o1	2.2	-3	65	x	-3	26	3	0	64	8
CCN(CC)c1ccc(C(=O)OCC(=O)c2ccco2)cc1	-1.5	0	94	31	-1	8	5	7	99	4
CNc1cc(CSC)nc(SCc2ccc(Cl)cc2Cl)n1	-4.7	0	45	13	-5	26*	11	-7	50	1
Cc1cc(C)cc(N=C(NO)c2cccc([N+](=O)[O-])c2)c1	-5.2	-2	85	-22	-16	5	18	-5	104	3

Some values from the results shown.
In Yeast lifespan up, Cc1cc(C)cc(N=C(NO)c2cccc([N+](=O)[O-])c2)c1 shows -16
In Measles CPE, O=C(Nc1nnc(C23CC4CC(CC(C4)C2)C3)s1)c1ccc(N2C(=O)CCC2=O)cc1 shows 12

New compounds follow:
SMILES	MRP1 act	Phagocytosis inh	HCT116 PTEN-null	E-sel TNF inh	Yeast lifespan up	Measles CPE	Yeast growth inh	GALR2 antag	bCat KO growth	NPY-Y2 antag
Cc1ccc(OCC(=O)NC2CCCc3ccccc32)c(C)c1 (centres undefined)	1.6	-3	58	9	-2	7	-25	-14	50	8
Cc1[nH]nc2c1C1(CCN(C(=O)OCc3ccccc3)CC1)C(C#N)=C(N)O2	1.2	-3	85	-17	-11	8	-11	5	104	5
COc1ccc2nc(SCC(=O)Nc3cc(C)on3)[nH]c2c1	-0.5	0	95	-14	-7	27	-29	-8	99	1
Cn1c(CSc2ncccn2)nnc1SCC(=O)N1CCCc2ccccc21	-0.5	0	103	-25	-4	8	-45	-3	94	-2
CCn1c(C)nc2cc(C(=O)NNS(=O)(=O)c3ccccc3F)ccc21	-1.0	-2	96	8	-7	5	-7	9	98	4
NC(=O)COc1ccc(NC(=O)OCc2ccccc2)cc1	0.3	0	110	-12	0	7	-15	-14	111	3
CCN(CC)CCCNc1nc2cc(OC)c(OC)cc2c2nc(-c3ccccc3)nn12	-5.6	x	0.8*	-12	-9	3	18	-26	0.8*	2
CCOc1ccc2c(c1)nc(SCC(=O)c1ccc(Br)s1)n2C	-4.3	x	67	-51	3	6	-15	-3	73	7
COc1cc2c(cc1OC)C(C)N(C(=O)c1cc3n(n1)C(C(F)(F)F)CC(c1ccco1)N3)CC2 (centres undefined)	-0.7	x	81	4	-21	3	-26	0	80	3
CC1=C(C(=O)N2CCCCCC2)C2(CCC(C)CC2)OC1=O (centres undefined)	-1.6	-4	75	1	-10	14	3	2	85	3
Cc1ccccc1N1C(=O)C2ON(c3ccccc3)C(c3ccncc3)C2C1=O (centres undefined)	0.2	0	96	x	0	15	-38	4	105	-1
Cc1ccccc1NC(=O)C1CCN(c2cc(-c3ccccc3)nc3ncnn23)CC1	-4.6	x	41	-25	x	10	-33	-5	62	0
CCOC(=O)c1sc2c(c1C)c(=O)c(C(=O)OCC)cn2CC	-2.3	x	92	-28	-10	32	-30	-8	105	2
CC(=O)/C(=N/Nc1ccccc1)Sc1nnc(CCc2ccccc2)n1-c1ccccc1	1.0	3	75	x	7	2	5	6	83	11
CN(C)S(=O)(=O)c1cc(NC(=O)COC(=O)c2ccc3c(c2)OCO3)ccc1Cl	0.7	-11	103	5	-3	5	-5	-1	98	2
Cc1nc2cc(-c3ccccc3)nn2c(C)c1CCC(=O)NC(C)c1ccc2c(c1)OCCO2 (centres undefined)	-0.5	x	87	-16	-3	2	-22	7	92	1
O=C(NCc1ccco1)c1cccc(S(=O)(=O)N2CCc3ccccc32)c1	-0.7	x	88	3	5	14	-41	-7	87	2
COc1ccc(Br)cc1/C=N/NC(=O)c1cc(OC)c(OC)c(OC)c1	-2.9	1	32	-13	6	8	-62	5	32	5
C=CCOC(=O)C(C#N)c1nc2ccccc2nc1N1CCN(Cc2ccccc2)CC1 (centres undefined)	-2.4	-3	63	-20	3	7	-40	14	72	8
Cc1ccc2ncnc(Nc3ccc(C)c(C)c3)c2c1	-1.2	-1	78	10	-9	1	6	26	77	2
CCCCCCC1NC(C(=O)O)CS1 (centres undefined)	-0.6	0	102	-17	-6	21	-46	0	92	0
CCOC(=O)c1[nH]c2c(c1-c1ccccc1)C(=O)CC(c1ccccc1)C2 (centres undefined)	-2.6	x	75	12	1	13	-23	-2	59	9
COC(=O)c1ccc2c(c1)C(=O)/C(=C/c1ccc(O)cc1)O2	-4.2	-7	93	x	-6	6	-9	1	76	8
CCN(CC)S(=O)(=O)c1ccc2[nH]cc(C(=O)NCCCN3CCCCC3)c(=O)c2c1	-1.0	3	95	-4	4	8	-32	8	89	2
Cc1cc(SCC(=O)Nc2cccc(S(=O)(=O)NC3=NCCCCC3)c2)c(C)cc1Br	0.1	x	92	x	2	28*	-62	9	91	-2
CCOc1ccc2nc(NCCNC(=O)Nc3cccc(C)c3)c(C#N)cc2c1	-2.2	0	90	x	-14	12	-27	0	92	-2
O=C1O/C(=C/c2ccccc2)c2ccccc21	0.1	-8	107	x	-4	10	-25	4	95	4
CC1(C)CC(NC(=O)CCC2CCCC2)CC(C)(C)N1	0.1	x	116	-8	-14	8	-75	-6	99	-1
Nc1nnc(CCS(=O)(=O)c2cc(Cl)ccc2Cl)s1	-0.4	-1	85	x	-17	2	10	-6	93	0
CCCCOc1cccc(OCCCC)c1C(=O)Nc1cc(C)on1	-3.4	0	71	-2	-4	20	-11	11	84	11
COCCn1c(SCC(=O)Nc2ccc3c(c2)CCC3)nc2ccccc2c1=O	-2.3	-7	78	-23	7	8	-37	16	81	2
COc1cc(C2(O)CCCCC2C)cc(OC)c1OC (centres undefined)	-1.7	2	97	x	12	17	-33	-2	93	3
CSc1ccccc1OC1CCN(Cc2ccccc2)CC1	-2.6	12	61	x	2	12	-20	14	54	16
CN(C)c1nc(-c2ccccn2)nnc1-c1ccccc1	-1.8	0	14	-4	12	7	39	10	13	-2
O=C1COc2ccc(C(=O)NCc3ccco3)cc2N1	-0.2	-1	101	-5	-4	6	-10	22	96	-2
COC(=O)[C@H](Cc1ccccc1)NC(=O)N1CCC(C)CC1	-1.2	-1	104	33	-7	6	-26	-5	93	2
C=CCn1c(COc2ccc(F)cc2)nnc1SCC(=O)N1CC(=O)Nc2ccccc21	1.5	-5	91	-13	-4	13	-25	1	96	-2
C=CCc1cc(C)ccc1OCCOCCC(C(=O)OCC)C(=O)OCC	-1.0	-1	102	1	6	4	-28	-6	99	1
CCNC(=O)CSc1ncnc2sccc12	-1.2	1	89	-12	-9	4	-71	6	87	0
COC(=O)c1c(C)oc2ccc(N(C(=O)c3ccncc3)S(=O)(=O)c3ccc(C)cc3C)cc12	-3.5	-7	32	12	14	11	-75	12	22	5
C=CCc1cc(C)ccc1OCCn1ccnc1	0.6	0	97	14	-5	18	18	-6	107	4
O=C(CCN1C(=O)C2C3C=CC(C3)C2C1=O)NCc1cccnc1 (centres undefined)	-0.7	-1	97	x	3	22	-32	8	100	0
Cc1cc(C)nc(N2CCCC(C(=O)Nc3nnc(C(C)C)s3)C2)n1 (centres undefined)	-0.6	x	88	-6	x	4	-34	1	93	1

Screens from PubChem BioAssay.
